NCF1 inh = inhibitors of human p47phox binding. P14598. p47phox/p22phox peptide binding, fluorescence polarization, 2 h. inhibition, % at 24.7 µM. hit rate 0.53% among 220,000;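 active means inhibition above about 30%, limit read from the data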;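 further: 0% = p47phox with labelled peptide and 100% = labelled peptide alone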
PPC-1+TRAIL kill = kills PPC-1 cancer cells in the presence of TRAIL; PPC-1 cells + TRAIL, ATPLite viability luminescence; hit rate 0.41% among 220,000; cell killing (% activity), % at 4 µM;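 active means cell killing above 50% in the first pass at 4 µM, then a duplicate retest at 5 µM averaging 50% or more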;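 further: plate controls were cells with TRAIL plus DMSO for no effect and medium-only wells lacking cells for full effect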
Mdm2 ligase inh = Mdm2 E3 ligase (human) inhibition; hit rate 0.11% among 210,000; cell-based MDM2 ubiquitination luciferase reporter, 2 h; 0 = plate control, 100 = twice control, blank-subtracted; signal enhancement, % at 5 µM; Q00987;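 active means signal enhancement of 30% or more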;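 further: luminescence tracks abundance of the self-degrading MDM2-luciferase fusion protein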
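system = mammalian cells stably expressing self-ubiquitinating, self-degrading MDM2 E3–luciferase fusion | quantity = 2000 cells per well seeded | incubation = 4 h cell settling then 2 h compound exposure, 37 °C | signal = SteadyLite luminescence, 15 min reagent step | benchmarks = plate control and blank wells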
TRPN1 ag = zebrafish TRPN1 (NompC) channel agonism | HEK293 zebrafish TRPN1-YFP, Fluo-8 calcium fluorescence; 100% = response to 87 µM carbachol | activation, % at 3 µM | hit rate 0.18% among 220,000 | AID 1424;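 active means activation above its plate's cutoff, the mean activation of test wells on that plate plus 3 SD, cut at about 19% in these data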;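 further: 0% = DMSO alone and 100% = 87 µM carbachol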
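Material – zebrafish TRPN1-YFP in HEK293 cells · Doses – 3 µM single point · Schedule – dye 1 h 37 °C plus 30 min RT · Signal – Fluo-8 calcium fluorescence, excitation 470-495 nm, emission 515-575 nm · Read-out – % activation versus carbachol response · Control set – carbachol high, DMSO low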
EBV gp42 block = EBV gp42 inhibition; Q1HVG2; Fluorescence polarization binding assay, mP read-out; inhibition, % (tested at 21.74 µM); hit rate 0.42% among 220,000; in the data active means inhibition above about 50%
Target sequence (Q1HVG2 whole entry, looked up): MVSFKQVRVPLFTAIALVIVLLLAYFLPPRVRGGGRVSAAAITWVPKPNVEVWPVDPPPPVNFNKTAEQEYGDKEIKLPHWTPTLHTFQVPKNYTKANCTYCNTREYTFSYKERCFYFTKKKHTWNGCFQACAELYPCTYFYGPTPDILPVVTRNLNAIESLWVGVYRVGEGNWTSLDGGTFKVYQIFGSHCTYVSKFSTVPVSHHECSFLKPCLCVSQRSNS
Runt-SMMHC FRET = inhibitors of human RUNX1 Runt domain binding to CBFb-SMMHC. Q01196+Q13951. hit rate 0.74% among 220,000. AID 1434. inhibition, % at 20 µM. Cerulean-Runt/Venus-CBFb-SMMHC FRET ratio 530/480, 1 h;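 active means mean inhibition across duplicate retests at 20 µM reaching about 50%, limit read from the data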;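 further: 0% = DMSO wells and 100% = wells with excess untagged CBFb-SMMHC; inhibitors lower the FRET ratio by blocking Runt binding to CBFb-SMMHC; some results filed as inactive read as strong as hits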
Target sequence (Q01196 whole entry, looked up, the tested form may be a part): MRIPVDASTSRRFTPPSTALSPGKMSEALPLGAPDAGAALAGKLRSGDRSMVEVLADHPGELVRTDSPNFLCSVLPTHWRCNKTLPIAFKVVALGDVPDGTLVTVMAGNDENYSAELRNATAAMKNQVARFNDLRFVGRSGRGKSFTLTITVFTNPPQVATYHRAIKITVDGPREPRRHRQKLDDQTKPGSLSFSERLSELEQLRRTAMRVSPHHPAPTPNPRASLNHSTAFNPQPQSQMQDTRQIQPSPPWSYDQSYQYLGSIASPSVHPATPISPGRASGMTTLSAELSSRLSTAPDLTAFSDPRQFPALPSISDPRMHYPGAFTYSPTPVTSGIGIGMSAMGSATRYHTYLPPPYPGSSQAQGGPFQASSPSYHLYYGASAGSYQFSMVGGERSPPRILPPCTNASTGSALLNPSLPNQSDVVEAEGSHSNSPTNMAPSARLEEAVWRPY
Target sequence (Q13951 whole entry, looked up, the tested form may be a part): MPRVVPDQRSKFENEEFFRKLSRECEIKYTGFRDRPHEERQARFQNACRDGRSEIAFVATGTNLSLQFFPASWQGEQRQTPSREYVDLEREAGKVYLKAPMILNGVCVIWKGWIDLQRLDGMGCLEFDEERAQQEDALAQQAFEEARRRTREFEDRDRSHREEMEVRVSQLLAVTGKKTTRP
CHOP inh = CHOP inhibition in unfolded protein response. CHO-K1 CHOP-promoter luciferase, tunicamycin-induced, 15-18 h. inhibition, % at 10 µM. hit rate 3.8% among 220,000. AID 2732;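 active means compounds that reduced the stress-induced luciferase reporter signal by more than about 70% of percent inhibition, limit read from the data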;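 further: 0% = tunicamycin plus vehicle and 100% = wells without tunicamycin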
TNF death inh = inhibitors of TNF-alpha induced necroptosis in Jurkat FADD-/- cells; Jurkat FADD-/- TNF necroptosis rescue, ATP luminescence, 24 h; 0 = TNF only, 100 = no-TNF cells; hit rate 0.068% among 220,000; activation (protection from cell death), % at 10 µM; AID 463075;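 active means activation, meaning protection from cell death, of at least 50% relative to plate controls; inactive means activation below 50%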;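 further: necroptosis triggered by 40 ng/mL TNF-alpha added together with compound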
TRPML3 agonist = human mucolipin-3 channel agonism; activation, % at 3 µM; AID 1448; HEK293 TRPML3-YFP, Fluo-8 calcium fluorescence; 100% = the carbachol control signal; hit rate 0.29% among 220,000;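 active means activation above its plate's cutoff, the mean activation of the plate's test wells plus 3 SD, cut at about 12% in these data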;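 further: 0% = DMSO only wells and 100% = carbachol wells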
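Test system: TRPML3-YFP stable HEK293 cells. Doses: single point at 3 µM. Incubation: dye loading 1 h 37 °C then 30 min ambient, 125 s read. Signal: Fluo-8 calcium dye fluorescence, ex 470-495, em 515-575 nm. Measure: percent activation from peak-to-basal fluorescence ratio, scaled between DMSO and carbachol.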
Numbers without * were called inactive; x = not tested or not shown; [ ] = another dose, or the depositor's remark.

nr	Molecule	NCF1 inh	PPC-1+TRAIL kill	Mdm2 ligase inh	TRPN1 ag	EBV gp42 block	Runt-SMMHC FRET	CHOP inh	TNF death inh	TRPML3 agonist
1	Fc1ccc2c(c1)C(c1ccncc1)=NNC(c1ccc(Br)cc1)=N2	-11	0	-7	-2.7	7	-3	38	2.3	-0.3
2	C/C(=N\NC(=O)c1c(Cl)cnn1C)c1cccc(NC(=O)C(C)C)c1	4	18	-8	0.9	2	2	-13	4.2	0.4
3	C=CCNC(=O)CNS(=O)(=O)c1ccc(F)cc1	-9	36	-14	-0.1	-5	-1	31	-1.5	0.4
4	COc1ccccc1/C=C/C1C(C(=O)OCC(C)C)=C(C)N=C2SCCC(=O)N21 (centres undefined)	-2	20	-3	0.5	4	-7	19	2.1	-0.8
5	COc1ccc2nc3c(cc2c1)c(NC(=O)c1cccs1)nn3CC(C)C	-23	21	-11	-0.3	15	63*	27	6.8	0.1
6	CCOc1cccc(C(=O)Nc2ccccc2OC(F)F)c1	-5	9[5 µM]	-2	-2.0	-18	1	-13	-1.2	-1.1
7	COC(=O)Nc1[nH]ncc1[N+](=O)[O-]	-5	8	-2	0.6	-13	1	-20	0.2	0.5
8	CN(C)c1cccc(/C=C(\C#N)c2ccccc2)c1	-16	6	-26	-2.0	-11	2	-18	-8.7	0.2
9	Cc1cccc(NC(=O)CSc2nc(-c3ccccc3)c(C#N)c(=O)[nH]2)c1C	-13	4	-10	1.1	-2	-3	-16	-1.1	-0.1
10	CCNC(=O)C(Sc1ccccc1)c1ccccc1 (centres undefined)	-1	8	-2	-1.5	-1	4	-11	-1.4	-0.7

nr	Molecule	NCF1 inh	PPC-1+TRAIL kill	Mdm2 ligase inh	TRPN1 ag	EBV gp42 block	Runt-SMMHC FRET	CHOP inh	TNF death inh	TRPML3 agonist
11	CC1CCCCN1S(=O)(=O)c1cccc2cccnc12 (centres undefined)	-2	5	-9	1.0	-21	-1	17	-0.7	2.7
12	CN(C)Cc1c(O)ccc2[nH]cnc12	-3	21	12	0.1	-15	1	8	-1.6	0.8
13	CCOc1ccc(-n2c(=O)c3c4c(sc3n(CC(=O)NCC3CCCO3)c2=O)CCC4)cc1 (centres undefined)	6	0	-5	0.8	-6	-1	7	-0.3	0.8
14	O=C(Cc1c(Cl)cccc1Cl)NC1=NCCS1	19	12	-7	0.1	4	-6	29	1.4	0.4
15	O=C(NC12CC3CC(CC(C3)C1)C2)N1CCN(c2ccccn2)CC1	7	-9	-17	3.1	-20	-5	28	-1.9	0.5
16	CC(C)(C)c1cccc(Oc2nn[nH]n2)c1	1	15	-4	1.3	12	4	27	-2.4	0.4
17	COC(=O)C1CC(Cl)CN1c1ncc(C(F)(F)F)cc1Cl (centres undefined)	-2	2	-18	-0.9	-12	-1	25	0.2	0.1
18	Cc1ccc(O)c(N=CC2=C(O)c3ccccc3C2=O)c1	-14	17	-13	-1.1	21	-3	34	-16	0.5
19	CCOC(=O)N1CCN(C(=S)NC2CCCC2)CC1	-3	28	-23	0.1	-11	1	23	0.6	0.6
20	Cn1c(CCNC(=O)c2cccs2)nnc1SCC(=O)Nc1nc(-c2ccccc2)cs1	1	13	-9	-1.4	5	-5	3	3.2	-0.1

nr	Molecule	NCF1 inh	PPC-1+TRAIL kill	Mdm2 ligase inh	TRPN1 ag	EBV gp42 block	Runt-SMMHC FRET	CHOP inh	TNF death inh	TRPML3 agonist
21	COc1ccnc(Nc2cccc(C)c2)c1C#N	-6	17	-11	0.0	-19	-2	2	-1.3	0.6
22	CCn1c(CS(=O)Cc2ccc(Cl)cc2Cl)nnc1SCc1c(Cl)cccc1Cl (centres undefined)	1	-11	-11	0.7	-12	-1	61	-3.7	0.8
23	CCOC(=O)C(NC=O)(NC(C)(C)C)C(=O)OCC	-2	6	9	0.1	-9	2	7	0.6	0.9
24	O=C(CCN1C(=O)COc2ccccc21)NCCN1CCOCC1	2	13	-11	0.7	-11	-3	22	0.7	-0.4
25	O=C(c1ccco1)n1nc(-c2ccccc2)nc1SCc1ccccc1	0	7	-22	-0.1	1	2	22	2.4	0.1
26	O=C(O)c1ccc(/C=N/Nc2ncc(C(F)(F)F)cc2Cl)cc1	-1	22	-11	0.3	-5	-1	-2	3.9	0.0
27	CNCCCCOc1ccc(C(C)(C)C)cc1Cl	-9	23	-30	2.1	-11	3	14	3.0	1.8
28	COc1ccccc1NC(=O)CN(Cc1ccco1)C(=O)c1cc2ccccc2o1	-3	6	-5	-0.6	-3	3	15	-1.4	-0.5
29	CCCCNCCOCCOc1ccc(F)cc1	3	-7	-12	0.4	4	-2	-25	2.3	0.4
30	C=CCn1c(SCC(=O)NC2CCS(=O)(=O)C2)nc2scc(C3CC3)c2c1=O (centres undefined)	-13	2	-15	0.5	-13	0	41	-1.6	-0.5

nr	Molecule	NCF1 inh	PPC-1+TRAIL kill	Mdm2 ligase inh	TRPN1 ag	EBV gp42 block	Runt-SMMHC FRET	CHOP inh	TNF death inh	TRPML3 agonist
31	CC1=C(C(=O)OCc2ccccc2)C(c2ccc(Cl)cc2Cl)NC(=O)N1CCCCCC(=O)O (centres undefined)	-2	0	x	2.6	2	-8	25	1.3	-0.3
32	CC(C)N1CCC(N2CCN(Cc3ccc(-c4ccc(Cl)cc4)o3)CC2CCO)CC1 (centres undefined)	-9	16	10	-0.6	-3	30	-12	2.8	-0.2
33	CC1C(=O)C(C)(C)C(=O)OC1c1ccccc1 (centres undefined)	-3	12	-1	0.1	-2	0	6	0.9	0.6
34	CCN(CC)c1ccc(NC(=O)c2cc(Cl)ccc2OC)cc1	-20	6	-18	-0.8	1	10	15	4.4	-0.6
35	OCCn1c(SC2CCCCC2)nc2ccccc21	-4	3	-3	-1.4	9	2	0	7.9	0.8
36	CCOC(=O)C1=C(CS(=O)(=O)c2ccccc2)NC(=O)NC1c1cccc(OC)c1 (centres undefined)	-10	22	0	0.5	2	4	11	0.2	1.0
37	O=C(c1ccccc1)C1CCc2occc2C1=O (centres undefined)	-29	21	-1	-0.4	-5	-3	4	7.1	-0.1
38	C[C@@]12CC(=O)NC1N(C(=O)c1ccccc1)C(c1ccccc1OC(=O)c1ccccc1)C2 (some centres undefined)	-8	16	12	-1.1	-15	-1	37	0.7	0.5
39	Nc1ccc(-c2nc3ccc(-c4nc5ccccc5o4)cc3[nH]2)cc1	-10	20	-4	3.2	-2	3	-22	-9.2	0.6
40	CCN1C(=O)C(O)(CC(=O)c2c(C)coc2C)c2ccccc21 (centres undefined)	x	24	2	-0.2	2	-1	13	-0.1	0.4

nr	Molecule	NCF1 inh	PPC-1+TRAIL kill	Mdm2 ligase inh	TRPN1 ag	EBV gp42 block	Runt-SMMHC FRET	CHOP inh	TNF death inh	TRPML3 agonist
41	Cc1ccc(Cn2cc(C(=O)c3ccc(F)cc3)c(=O)c3cc4c(cc32)OCCO4)cc1	-7	10	x	1.5	2	2	4	-1.4	1.3
42	Cc1ccc2[nH]c(=O)c3cc(C(=O)N(C)c4ccc(C)c(C)c4)sc3c2c1	8	-6	x	1.8	-31	-3	52	-2.0	0.4
43	CN1CC(=O)N(CC(=O)NCc2ccc3c(c2)OCO3)C1=O	-6	-12	-1	-0.5	-21	3	16	1.1	0.3
44	Clc1cc2cccnc2c2ccccc12	2	16	1	1.4	-4	0	5	0.1	0.6
45	O=C(Nc1ccccc1OC(F)F)c1ccccc1	-17	25	-9	-0.3	-7	4	6	-1.6	-0.3
46	O=c1[nH]c(SCc2ccccc2Cl)nc2c1CCC2	0	-16	-12	-0.5	0	5	41	-1.3	-0.1
47	CCc1cccc(N=c2c([N+](=O)[O-])nn(-c3ccc(Cl)cc3)n2O)c1	-1	16	-27	1.2	6	1	59	-15	0.0
48	Cc1ccc(S(=O)(=O)N2CCOCC2)cc1NC(=O)COc1ccc(-c2nnco2)cc1	0	12	-2	5.9	-26	1	-1	-0.4	1.8
49	COc1ccccc1Nc1nc(N)nc(CSc2nccn2C)n1	3	14	-7	0.4	-20	0	-9	1.4	0.2
50	O=C(CN(C(=O)CSc1nnc(COc2ccccc2)o1)c1ccc(F)cc1)NC1CCCC1	-6	1	-11	-0.2	-6	1	48	-0.8	0.5

nr	Molecule	NCF1 inh	PPC-1+TRAIL kill	Mdm2 ligase inh	TRPN1 ag	EBV gp42 block	Runt-SMMHC FRET	CHOP inh	TNF death inh	TRPML3 agonist
51	N#Cc1ccc(NC(=O)CN2C(=O)NC(Cc3ccccc3)C2=O)cc1 (centres undefined)	5	16	-13	0.4	-1	0	-2	2.7	0.3
52	COc1cc(SC)ccc1C(=O)OCC(=O)NCC(C)C	-4	0	4	0.7	1	0	7	-0.3	0.3
53	O=C(CCn1c(=O)[nH]c2ccccc2c1=O)Nc1ccccc1	1	10	-12	0.8	-4	0	29	-3.3	0.4
54	COc1ccccc1NS(=O)(=O)c1cc(NC(=O)CCC2CCCC2)ccc1N1CCOCC1	-31	10	-9	0.9	-3	-5	17	4.0	-0.2
55	Cc1[nH]n(C(N)=S)c(=O)c1N=Nc1ccc(S(=O)(=O)N2CCCCCC2)cc1	-24	28	1	-1.2	-17	0	49	-1.7	-0.6
56	COc1ccc2nc3cc(Cl)ccc3c(C#N)c2c1	-2	10	-8	-0.2	6	29	1	-0.7	1.1
57	O=c1nc(-c2ccccc2)n(-c2ccccc2)[nH]1	-11	17	18	0.6	2	-4	8	2.2	1.0
58	COC(=O)CN1C(=O)N/C(=C/c2ccccc2OC)C1=O	-4	15	-12	0.2	-8	-3	-8	2.2	0.0
59	O=C(c1ccccc1)c1ncc(C(F)(F)F)cc1Cl	-7	28	-6	1.4	-5	1	35	-3.1	1.0

Assay outcomes (PubChem)
